Large T inhibition: SV40 large T antigen inhibitors, biochemical (AID 1903); hit rate 0.39% among 310,000; SV40 large T antigen ATPase/helicase inhibition assay; higher % means a stronger effect; inhibition, % at 20 µM; hits with a dose series show IC50 in µM; in the data active means a potency from the dose series; inconclusive means inhibition mostly from about 32% at the one dose, without a potency; inactive means the rest, 99 in 100 with inhibition below about 32%; further: strong numbers were not always called active
RSV CPE inhibition: RSV antiviral activity via CPE protection, HEp-2 cells, primary 10 µM value included (AID 2391). hit rate 0.13% among 310,000. HEp-2 cells, RSV-induced CPE inhibition; higher % means a stronger effect. CPE inhibition, % at 10 µM; hits with a dose series show IC50 in µM; in the data active means a potency from the dose series; inconclusive means CPE inhibition mostly from about 23% at the one dose, without a potency; inactive means the rest, 99 in 100 with CPE inhibition below about 21%; further: strong numbers were not always called active
HIV peptide binding: inhibitors of HIV fusion peptide binding, primary screen, biochemical, uHTS, fluorescence dequenching (AID 1986). cell-free peptide binding, fluorescence dequenching, 30 min; higher % means a stronger effect. inhibition, % at 20 µM; hits with a dose series show IC50 in µM. hit rate 0.3% among 290,000; in the data active means inhibition mostly above about 52%, no sharp cut-off; inactive means mostly below about 76%; further: some results filed as inactive read as strong as hits
GPR35 arrestin U2OS: GPR35 antagonists blocking zaprinast-driven arrestin recruitment, primary screen, imaging, U2OS, beta-arrestin-GFP, zaprinast agonist (AID 2058) | U2OS GPR35 beta-arrestin-GFP translocation imaging, zaprinast antagonism; higher % means a stronger effect | one-dose inhibition, % at 10 µM; IC50 in µM for titrated hits | hit rate 0.052% among 290,000;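 active means inhibition of at least 50% with at least 30 cells and total cytoplasm GFP at most 10,000,000; inconclusive means under 30 cells or total GFP of 10,000,000 plus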
K1F lysis inhibition: inhibition of K1F phage lysis, E. coli UTI89, bacterial capsule biogenesis inhibitors, alamar blue (AID 488966); E. coli UTI89 K1F phage lysis, alamar blue, 2 h; higher % means a stronger effect; inhibition, % at 100 µM, or IC50 in µM where a hit was titrated; hit rate 0.02% among 340,000;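 active means phage lysis inhibition, versus mean bacterial control, above a set limit; inconclusive means no clear call, values can overlap the other calls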;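 further: capsule biogenesis inhibitors block K1F phage lysis so surviving cells raise fluorescence; higher fluorescence means more inhibition of phage lysis; actives were called in the ten point dose series up to 300 µM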
GPR55 antagonists: GPR55 antagonists blocking LPI-driven arrestin recruitment, primary screen, imaging, U2OS, beta-arrestin-GFP, LPI agonist (AID 2013). G-protein coupled receptor 55 (Homo sapiens). U2OS GPR55 beta-arrestin-GFP translocation imaging, LPI antagonism; higher % means a stronger effect. one-dose inhibition, % at 10 µM; IC50 in µM for titrated hits. hit rate 0.13% among 290,000;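 active means spots per cell inhibited over 60%, with over 100 cells counted and total cytoplasm intensity under 500,000; inconclusive means wells with under 100 cells, flagged as likely toxic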;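 further: U2OS cells stably carrying GPR55 and arrestin-GFP stimulated by 5 µM LPI near EC80; imaged beta-arrestin-GFP aggregate spots per cell after agonist stimulation; plate controls were LPI-stimulated DMSO wells for no effect and DMSO wells without LPI for full effect; some results filed as inactive read as strong as hits; confirmed hits need IC50 under 10 µM and bright autofluorescent wells are also inconclusive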
MgcRacGAP inhibition: MgcRacGAP GTPase-activating activity inhibitors, confirmation, biochemical, ADP Hunter fluorescence; inhibition, % at 30 µM, or IC50 in µM where a hit was titrated; MgcRacGAP-stimulated Rac1 GTP hydrolysis, ADP Hunter fluorescence; higher % means a stronger effect; GST-tagged Rac1 F28L mutant substrate; hit rate 0.6% among 340,000; Rac GTPase-activating protein 1 (Homo sapiens);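 active means first-screen hits whose inhibition reached a set limit at any dose in the follow-up dose series; inconclusive means inhibition above the set first-screen limit but never retested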;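 further: fluorescence reports GDP produced by GAP-driven GTP hydrolysis; strong numbers were not always called active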
Dengue-2 NS5 capping: Dengue-2 NS5 methyltransferase inhibitors, primary screen, biochemical, confirmation dose response (AID 588689). hit rate 0.3% among 340,000. Genome polyprotein (Dengue virus type 2 (strain 16681-PDK53)). Dengue-2 NS5 methyltransferase capping enzyme assay, biochemical; higher % means a stronger effect. inhibition, % at 25 µM, or IC50 in µM where a hit was titrated; in the data active means a potency from the dose series; inconclusive means inhibition above about 29% without an active follow-up result
PhoP inhibition: inhibitors of PhoP regulon expression, primary screen, Salmonella Typhimurium, GFP reporter (AID 1863); S. Typhimurium PhoP-regulated promoter GFP reporter, 4 h; higher % means a stronger effect; inhibition, % at 50 µM, or IC50 in µM where a hit was titrated; hit rate 0.16% among 300,000;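 active means inhibition over 29.93%, a cutoff 3 SD above the screen mean, later confirmed by dose response; inconclusive means inhibition over 29.93% but no dose response follow-up; inactive means inhibition at most 29.93% or unconfirmed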;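 further: 0% = low Mg2+ inducing control and 100% = high Mg2+ repressing control; strong numbers were not always called active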
Dengue-2 NS5 capping pilot replicate: also measured in Dengue-2 NS5 capping; calls as there; inhibition, %; measured here: pilot screen replicate inhibition
* hit, by the source's call; ? = inconclusive; . = no result given; [ ] = remark or other dose. Outcome played no part in choosing rows; about 1.5% have a hit in one of these screens.

SMILES	Large T inhibition	RSV CPE inhibition	HIV peptide binding	GPR35 arrestin U2OS	K1F lysis inhibition	GPR55 antagonists	MgcRacGAP inhibition	Dengue-2 NS5 capping	PhoP inhibition	others
Cc1ccc(-n2ncc3c2CCCC3NC(=O)c2ccoc2)cc1C (configuration not stated)	9%	1.0%	-0.9%	2%	2.5%[50 µM]	6%	8%	-3%	1%
Cc1cc(C(F)(F)F)n(-c2nc(C(=O)NN)cs2)n1	2%	-0.3%	-0.3%	-4%	-2.1%	14%	6%	-4%	-2%
O=c1cc(O)n(Cc2ccc(F)cc2)c(=O)[nH]1	3%	1.3%	6.2%	-6%	-0.9%[50 µM]	-5%	12%	-40%	-2%
O=[N+]([O-])c1ccc(NCCOc2ccccc2Cl)nc1	4%	6.9%	-1.4%	8%	0.2%	2%	-1%	-13%	8%	Dengue-2 NS5 capping pilot replicate=-3.1
COc1ccccc1NS(=O)(=O)c1ccc2oc(SC)nc2c1	-2%	1.5%	0.5%	-14%	0.1%	2%	1%	12%	7%
Cc1ccc(C)c(SCC(=O)OCC(=O)NCc2ccccc2)c1	5%	-0.1%	-0.7%	16%	-0.1%	-9%	15%	-8%	-3%
O=C1OC(/C=C/c2ccccc2)=NC/1=C\c1cccnc1	9%	2.1%	0.4%	19%	0.5%	2%	11%	-2%	-1%
CN(C)C(=O)N1CCCC(C(=O)NCc2ccccc2Cl)C1 (configuration not stated)	5%	0.3%	1.1%	8%	2.1%	9%	0%	2%	-8%
Cc1ccccc1OCC(=O)NCCCNC(=O)c1ccco1	29%	-0.5%	1.3%	-2%	0.4%	13%	6%	-7%	-5%
Cc1ccc(-n2nc(C(=O)NCc3ccc(C)o3)c3c4ccccc4n(C)c3c2=O)cc1	1%	5.8%	0.6%	14%	1.6%	10%	2%	0%	-9%
C=CCn1c(SCC(=O)Nc2cccnc2Cl)nnc1-c1ccccc1F	6%	2.6%	2.4%	-3%	2.8%	-7%	8%	4%	4%
COc1ccc(CNC(=O)CN(C(=O)CCC(=O)Nc2ccccn2)c2cccc(C)c2)cc1	8%	-0.6%	-0.4%	16%	-2.4%	-20%	5%	-1%	-7%
CCOc1ccccc1C1C(C#N)=C(N)SC(N)=C1C#N	7%	1.2%	-0.9%	23%	0.0%	11%	11%	?	1%
CC(C)NC(=O)c1onc(CSc2ccncc2)c1C(=O)NC(C)C	8%	0.3%	.	.	0.2%	.	7%	-11%	-1%
COc1ccccc1CNC(=O)COC(=O)CCN=C1NS(=O)(=O)c2ccccc21	3%	-0.4%	.	.	1.3%[50 µM]	.	7%	-7%	-9%
CC12C(=O)N(c3ccc(OC(=O)c4ccco4)cc3)C(=O)C1C1c3ccccc3C2c2ccccc21 (configuration not stated)	17%	7.3%	1.1%	-4%	1.8%	3%	-3%	-12%	-17%
COc1cccc2cc(C(=O)n3ccc(C)n3)c(=O)oc12	0%	1.9%	2.3%	1%	0.3%	0%	-2%	-5%	5%
Cc1ccc(NC(=O)N2CCCN(Cc3ccc(F)cc3)C2)cc1C	1%	-4.8%	9.4%	-1%	0.6%	13%	9%	-5%	3%
CC(NC(=O)C(c1ccccc1)c1ccccc1)c1ccc(S(N)(=O)=O)cc1 (configuration not stated)	1%	0.5%	-0.1%	14%	-0.1%	-6%	6%	-1%	10%
Cc1ccccc1NC(=O)Cc1nc(COC(=O)COc2ccc(C(C)(C)C)cc2)cs1	.	3.1%	.	.	-0.3%	.	2%	-9%	.
CNC(=O)N(O)C1N(/N=C/c2ccc(N(C)C)cc2)C(=S)SC1(C)C (configuration not stated)	25%	1.8%	-1.0%	4%	0.0%	6%	.	-3%	-9%
CCn1ncc(/C=C/C(=O)Nc2c(C)nn(CC)c2C)c1C	-1%	1.0%	1.8%	1%	9.2%	21%	6%	4%	9%
Cc1ccc(C)c(NC(=O)CSc2nnc(-c3ccco3)o2)c1	7%	0.7%	0.7%	-11%	1.5%	5%	16%	10%	-8%
COC(=O)c1cc2sccc2n1CC(=O)Nc1ccc(OC)c(OC)c1OC	-2%	-0.9%	0.3%	10%	2.3%	6%	6%	2%	-3%
CCOC(=O)N1CCN(C(=O)C(CC(C)C)NS(=O)(=O)c2ccc3c(c2)oc(=O)n3C)CC1 (configuration not stated)	6%	0.6%	3.4%	0%	-0.1%	2%	2%	-3%	10%
Cc1cccc(NC(=O)c2ccccc2NC(=O)c2ccco2)c1	10%	1.5%	-0.3%	3%	0.1%	18%	5%	0%	4%
Cc1ccc(NC(=O)Nc2nnc(CSCCOc3ccc(Cl)cc3)s2)cc1	23%	0.2%	3.5%	12%	-0.6%	11%	1%	-4%	13%
Cc1nnc(C)c2c(C)n(Cc3ccc4c(c3)OCO4)c(C)c12	6%	12%	-3.0%	-6%	0.2%	15%	7%	-11%	16%
CC(=O)N(Cc1cc(=O)[nH]c2ccccc12)c1ccccc1	5%	1.3%	1.1%	-15%	-0.3%	-3%	17%	9%	-17%
CN(CC(=O)NCCc1ccc(S(N)(=O)=O)cc1)S(=O)(=O)/C=C/c1ccccc1	10%	1.4%	-1.0%	5%	-0.2%	10%	2%	-7%	-4%
COc1ccc(S(=O)(=O)c2snnc2C)cc1	25%	1.0%	-2.3%	-7%	0.1%	14%	8%	-3%	9%
COc1ccc(Br)cc1CN1C(=O)NC2(CCCCCC2)C1=O	3%	2.7%	-0.9%	0%	0.2%	-8%	-1%	0%	1%
C/C(=N/NC(=O)CNC(=O)C1COc2ccccc2O1)c1ccc2c(c1)OCCO2 (configuration not stated)	8%	1.7%	-2.4%	6%	.	0%	.	.	5%
CC1=CC(C)(C)N(C(=O)Nc2ccccc2)c2ccccc21	13%	3.4%	0.0%	19%	-1.3%	-7%	2%	-5%	-4%
CCN1C(=O)c2ccccc2S(=O)c2ccc(C(=O)N3CCCCCC3)cc21 (configuration not stated)	10%	2.2%	-1.1%	6%	0.4%	-9%	12%	4%	11%
CCSc1nnc(-c2ccccc2N=Cc2c(C)[nH]n(-c3ccccc3)c2=O)c(=O)[nH]1	9%	1.3%	6.2%	-4%	-0.7%	13%	-3%	10%	-1%

Reprinted from the part before: 3 compounds, followed by the next part.
SMILES	Large T inhibition	RSV CPE inhibition	HIV peptide binding	GPR35 arrestin U2OS	K1F lysis inhibition	GPR55 antagonists	MgcRacGAP inhibition	Dengue-2 NS5 capping	PhoP inhibition	others
CC1=CC(C)(C)N(C(=O)Nc2ccccc2)c2ccccc21	13%	3.4%	0.0%	19%	-1.3%	-7%	2%	-5%	-4%
CCN1C(=O)c2ccccc2S(=O)c2ccc(C(=O)N3CCCCCC3)cc21 (configuration not stated)	10%	2.2%	-1.1%	6%	0.4%	-9%	12%	4%	11%
CCSc1nnc(-c2ccccc2N=Cc2c(C)[nH]n(-c3ccccc3)c2=O)c(=O)[nH]1	9%	1.3%	6.2%	-4%	-0.7%	13%	-3%	10%	-1%
Cc1nc(NC2=NCN(CCCN3CCOCC3)CN2)nc2c(C)cccc12	8%	-0.5%	4.3%	-4%	1.6%	-4%	13%	-12%	25%
COc1ccc(C)cc1N1C(=N)/C(=C2/Nc3ccccc3S2)C(c2ccccc2)C1=O (configuration not stated)	4%	-1.5%	3.5%	3%	0.0%	13%	13%	1%	4%
O=C(NC(=S)N1CCc2ccccc21)c1ccc(Br)o1	34%	-1.8%	-1.7%	-4%	0.3%	16%	10%	-8%	2%
COc1ccc(CC(=O)Nc2ccccc2N2CCCCC2)cc1OC	3%	4.5%	-0.6%	10%	.	8%	.	.	0%
O=[N+]([O-])c1ccc(N/N=C2\CC3CC=CC23)c([N+](=O)[O-])c1 (configuration not stated)	7%	19%	-4.0%	19%	0.0%	5%	6%	0%	0%
COC(=O)COc1ccc(C2Nc3c(Cl)ccc(C(=O)O)c3C3C=CCC32)cc1 (configuration not stated)	20%	0.6%	63%*	9%	-2.5%	16%	25%	49%	-12%
N#CC1=C(N2CCOCC2)/C(=C\c2ccccc2)CC1	14%	2.7%	2.1%	-5%	-0.1%	4%	-9%	7%	-8%
Cc1oc2ccc(OCc3ccc(Br)cc3)cc2c1C(=O)O	8%	2.3%	35%	1%	-0.4%[50 µM]	-12%	-6%	13%	-4%
CCOC(=O)NC1Cc2ccccc2C1Sc1ccccn1 (configuration not stated)	23%	-2.0%	-2.8%	6%	0.0%	5%	4%	-4%	1%
CC(C)Cc1cc(C(=O)NCc2cccs2)no1	1%	2.1%	0.1%	-12%	-1.4%	4%	0%	-6%	8%
COc1ccc(CN2CCNC(=O)C2CC(=O)NCCc2nc(C)c(C)s2)c(OC)c1 (configuration not stated)	7%	0.8%	1.7%	-2%	0.1%	10%	5%	-9%	-11%
CCCC[C@@H]1CNCCN1CC1(c2ccccc2)CC1	21%	-1.5%	.	.	3.1%	.	5%	0%	-9%
Cc1coc2cc3oc(=O)c(CCC(=O)NCCCN4CCOCC4)c(C)c3cc12	.	1.8%	0.3%	-2%	-0.2%	-14%	3%	0%	.
O=C(COc1ccc2c(c1)OCO2)Nc1nncs1	14%	2.5%	-0.5%	-18%	1.3%	-7%	2%	-11%	6%
O=C(NCCc1nnc2ccc(NCc3ccccc3Cl)nn12)c1ccccc1	1%	0.8%	0.3%	7%	0.1%	2%	3%	5%	-5%
CC1CCN(S(=O)(=O)c2ccc(NC(=O)c3cccs3)cc2)CC1	-3%	10%	-3.2%	1%	1.1%	6%	15%	3%	7%
COc1cc(C2C3=C(CCCC3=O)OC3=C2C(=O)CCC3)ccc1OCC(=O)Nc1ccccc1	18%	4.1%	1.6%	0%	0.1%[50 µM]	0%	4%	-5%	-4%
